# ERb SRC1 inh: ER-beta (human) coactivator binding inhibition; Q92731; hit rate 1.3% among 86,000; AID 633; TR-FRET ER-beta LBD / SRC1-Cy5 peptide binding; receptor agonist-loaded with 1 µM estradiol; inhibition, % at 25.6 µM;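 active = compounds whose percent inhibition of the receptor-coactivator binding signal exceeds about 50% in the single-dose screen, limit read from the data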;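 note: 0% = receptor plus peptide wells without compound and 100% = peptide-only wells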
# ERa SRC1 pot: ER-alpha (human) coactivator binding potentiation; coactivator binding (% of control), % at 25.6 µM; P03372; AID 639; hit rate 1.3% among 86,000; TR-FRET ERalpha-LBD/SRC-Cy5 coactivator binding, 2 h; 100 = basal binding, no effect; in the data active = activity above about 200%;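 note: binding measured in presence of low estradiol as agonist stimulus; 0% = peptide alone without receptor and 100% = receptor with peptide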
# Smad3 FoxH1 inh: inhibitors of human Smad3 transcription factor binding. AID 630. inhibition, % at 25 µM. P84022. hit rate 0.29% among 88,000. TR-FRET Smad3/Dy647-FoxH1 peptide binding, europium anti-His;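 active = compounds that reduce the energy-transfer binding signal between the protein and its labelled peptide by more than half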;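 note: 0% = Smad3 plus labelled peptide maximal FRET and 100% = peptide-only background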
# sEH inh: soluble epoxide hydrolase (human) inhibition | P34913 | hit rate 0.34% among 91,000 | recombinant human sEH enzymatic activity assay | inhibition, % at 2 µM; in the data active = inhibition above about 80%; note: values of inactives mirror those of a sister screen read the other way; many of its hits are not listed in these tables
# sEH activator: soluble epoxide hydrolase (human) activation; purified human sEH enzymatic activity, activator screen; activation, % at 2 µM; hit rate 0.04% among 91,000; in the data active = activation above about 37%; note: values of inactives mirror those of a sister screen read the other way
# CD11b adhes enh: increases human CD11b/CD18 adhesion to fibrinogen; activation, % at 10 µM; hit rate 0.07% among 93,000; K562 CD11b/CD18 adhesion to fibrinogen, ATPlite luminescence;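 active = 10 µM primary screen giving 50% or more activity, confirmed by 40% or more on retest at that dose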; note: strong numbers were not always called active; reference of the scale not given here
# Target sequence (P05107 whole entry, looked up, other chains not shown): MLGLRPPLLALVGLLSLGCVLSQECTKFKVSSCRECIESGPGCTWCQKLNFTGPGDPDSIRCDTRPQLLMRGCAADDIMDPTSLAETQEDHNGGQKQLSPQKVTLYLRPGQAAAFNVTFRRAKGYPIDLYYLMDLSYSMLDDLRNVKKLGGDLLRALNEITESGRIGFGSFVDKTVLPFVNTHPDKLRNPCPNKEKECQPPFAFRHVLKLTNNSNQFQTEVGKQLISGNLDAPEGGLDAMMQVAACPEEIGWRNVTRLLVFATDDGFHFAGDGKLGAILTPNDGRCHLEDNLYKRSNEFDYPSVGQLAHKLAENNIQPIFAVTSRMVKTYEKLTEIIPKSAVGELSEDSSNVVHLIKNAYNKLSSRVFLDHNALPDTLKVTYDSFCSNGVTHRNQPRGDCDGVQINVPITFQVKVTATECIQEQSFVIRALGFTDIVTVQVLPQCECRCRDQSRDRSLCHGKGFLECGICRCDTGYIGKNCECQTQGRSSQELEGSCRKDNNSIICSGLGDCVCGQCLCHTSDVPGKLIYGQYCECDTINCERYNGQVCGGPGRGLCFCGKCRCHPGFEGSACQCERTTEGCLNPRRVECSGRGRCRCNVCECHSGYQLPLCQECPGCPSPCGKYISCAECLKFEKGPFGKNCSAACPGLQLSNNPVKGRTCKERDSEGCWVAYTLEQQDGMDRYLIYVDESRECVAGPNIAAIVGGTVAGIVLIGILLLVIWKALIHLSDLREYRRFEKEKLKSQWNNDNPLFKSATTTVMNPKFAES
# CD11b adhes inh: CD11b/CD18-fibrinogen binding inhibition. K562 CD11b/CD18 adhesion to fibrinogen, ATPlite luminescence; Mn2+ added to activate the integrin. hit rate 0.54% among 93,000. inhibition, % at 10 µM. P05107+P11215;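 active = primary inhibition of 50% or more at 10 µM, then 40% or more on retest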; note: some results filed as inactive read as strong as hits
# Candida biofilm: kills Candida albicans biofilms | C. albicans biofilm + clotrimazole, Alamar Blue | inhibition, % at 6 µM | hit rate 0.14% among 85,000;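 active = inhibition above 20%; inactive = inhibition below 20%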;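 note: preformed 24 hr biofilms exposed to compound for 48 hr; 0% = biofilm without compound and 100% = blank killed by clotrimazole plus chlorhexidine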
# MT1-MMP txn act: MT1-MMP promoter transcription activation; HT1080 MT1-MMP promoter luciferase reporter, luminescence, overnight; stronger effect = higher value; activation factor at 10 µM; hit rate 0.16% among 86,000; AID 750;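 active = activation factor of at least 2 for MT1-MMP transcription at 10 µM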
# Active calls of the source: *; nt = no result given; [ ] = dose if it differs, or a comment. The list is partial; count on the stated rates, not on these rows.
SMILES,ERb SRC1 inh,ERa SRC1 pot,Smad3 FoxH1 inh,sEH inh,sEH activator,CD11b adhes enh,CD11b adhes inh,Candida biofilm,MT1-MMP txn act
CCOC(=O)CSc1nnc(-c2cccc(Cl)c2)n1CC,3.1,127.7[fluorescence artefact?],9.6[fluorescence artefact?],1.3,-1.9,-0.1,3.1,4.4,1.1
COc1cc2c(cc1NC(=O)c1ccncc1)oc1ccccc12,-8.0,102.0,-5.4,-6.8,6.6,-4.8,1.0,4.9,1.6
CC(=O)c1c(C(C)=O)c(C)n(Cc2ccc3c(c2)OCO3)c1C,-6.8,124.1,1.9,-5.5,5.0,1.9,0.9,6.7,1.1
C=CCN1C(=O)C2C(C(=O)NC)C3(C)C=CC2(O3)C1C(=O)NCc1ccc(OC)cc1 (stereo unspecified),-11.1,109.5,7.2,nt,nt,-3.8,-4.5,5.4,1.1
COC(=O)COc1ccc(/C=C2/SC(=O)N(CC(=O)N3CCCC3)C2=O)cc1Br,nt,nt,nt,2.0,0.5,-3.8,33.1,nt,nt
Cn1cccc1C1(C(F)(F)F)NCCNC1=O (stereo unspecified),1.1[fluorescence artefact?],107.9,4.1[fluorescence artefact?],nt,nt,-1.5,-7.2,5.8,1.2
O=C(OCC(=O)N1CCC(Cc2ccccc2)CC1)c1ccc[nH]c1=O,nt,nt,nt,-11.0,13.9,1.0,-4.1,nt,1.1
CC(C)c1ccc(Nc2cnn(C34CC5CC(CC(CC(=O)O)(C5)C3)C4)c(=O)c2Cl)cc1,-4.2,132.8,3.9,-12.1,8.8,1.7,-3.5,-2.3,1.1
CN1C=C(C(F)(F)F)C=C/C1=C(\C#N)c1nnc2n1CCCCC2,4.5[fluorescence artefact?],114.9[fluorescence artefact?],-2.7,5.3,-5.6,1.2,-26.5,4.6,1.1
CCOC(=O)c1ccc2ncc(C(=O)OCC)c(NCc3ccco3)c2c1,10.9,95.9,4.0,-2.2,3.8,-2.6,7.8,5.6,1.1
Cn1c(NCc2ccco2)nc2c1c(=O)n(Cc1ccc(Cl)cc1)c(=O)n2C,19.3,69.8[fluorescence artefact?],-4.2,-13.4,10.6,-1.2,1.9,13.3,1
COc1ccc(OCc2ccc(-c3nc4ccccc4c(=O)n3N)o2)cc1,1.7,99.8,15.5,-11.2,9.7,-1.5,-12.9,-0.3,1.9
COc1ccccc1NC(=O)Cn1cnc2c(oc3ccccc32)c1=O,1.9,108.7,2.5,6.7,-3.3,5.9,2.5,4.1,1.1
CCOc1cc2[nH]c(=O)n(Cc3ccccc3)c(=O)c2cc1OCC,-0.1,85.5,-2.7,-3.0,6.6,8.9,-13.4,12.7,1
COc1cnn(-c2ccccc2)c(=O)c1SCc1ccc(Cl)c(Cl)c1,nt,nt,nt,0.2,-0.3,-5.6,-6.0,nt,nt
Cc1nc(NC(=O)CSc2nc3cccnc3n2Cc2ccccc2)sc1C,32.8[fluorescence artefact?],100.1[fluorescence artefact?],2.5,-7.8,6.6,1.4,10.0,2.3,1.2
COc1ccc(Br)cc1C(=O)Nc1ccccc1-c1ccccc1,nt,nt,nt,-5.9,4.0,-1.3,-17.0,nt,nt
CC(C)(C)c1nn(-c2ccccc2)c2nc(Cl)c(C=O)cc12,nt,nt,nt,-7.2,7.9,0.8,-7.9,nt,nt
COc1ccccc1OCCC(=O)OCC(=O)Nc1ncc(Cl)cc1Cl,39.6,48.5,20.7,-9.5,8.9,0.3,38.2,7.8,1.1
COc1cccc(CNc2nc3nc(C)cc(C)n3n2)c1,4.7[fluorescence artefact?],108.2,-1.9,-2.4,4.0,-3.9,0.3,2.2,1.5
CCSc1sccc1C1C(C#N)=C(N)N(c2cccnc2)C2=C1C(=O)CCC2 (stereo unspecified),11.6,116.4,-2.2,-7.8,8.5,-0.8,-3.2,6.2,1.2
CC1=C(C(=O)Nc2ccc(Cl)cc2)C(c2ccco2)NC(=O)N1 (stereo unspecified),-5.6,114.4,-2.3,-11.1,9.9,-0.1,3.6,-3.7,1.2
Nc1c(-c2ccc(Cl)cc2)cnn1-c1cccc(C(F)(F)F)c1,nt,nt,nt,-13.1,10.9,-1.3,8.9,nt,nt
CCOC(=O)C1CCN(C(=O)CN(c2ccc(OC)cc2)S(=O)(=O)c2c(C)nn(C)c2C)CC1,-5.8,120.8,2.6,nt,nt,4.3,-9.9,-2.7,1.1
COc1cccc(C2/C(=C(/O)c3ccncc3)C(=O)C(=O)N2CCCN2CCOCC2)c1OC (stereo unspecified),-5.2[fluorescence artefact?],101.8,12.8,nt,nt,nt,nt,-2.9,1.1
COc1ccc(-c2nnc(Nc3nc4c(OC)cccc4s3)o2)cc1,73.2*[fluorescence artefact?],96.2[fluorescence artefact?],2.7,-11.7,7.9,44.3,40.4,-1.3,1.2
CC1CN(C(c2cccs2)c2sc3ncnn3c2O)CC(C)O1 (stereo unspecified),-3.3,117.4,0.5,-13.4,12.4,nt,nt,0.1,1.1
CCOc1ccccc1NC(=O)C1=C(C)NC(=O)NC1c1cccc(OC)c1OC (stereo unspecified),-11.5,109.3,25.1[fluorescence artefact?],-15.8,15.8,4.0,9.5,10.4,1.1
CC(C)(C)c1csc(NC(=O)Cn2cnc3ccccc3c2=O)n1,-10.8,93.7,-6.2,-4.3,5.8,-4.3,-4.4,-2.0,1.1
CCOc1ccc(CNn2nnnc2N)cc1,-6.0,111.6,-3.4,4.3,-3.0,1.2,-31.7,9.8,nt
CCOC(=O)c1ccc(N/C=C/C(=O)c2ccc(OC)c(OC)c2)cc1,nt,nt,nt,-7.3,7.0,-2.6,-4.0,nt,nt
CC(NS(=O)(=O)c1ccc(Cl)cc1)C(c1cccs1)N1CCN(C)CC1 (stereo unspecified),-23.0[fluorescence artefact?],105.4,-3.6,-0.5,3.8,nt,nt,10.2,1.1
Cc1cc2cc(CN3C(=O)c4ccccc4C3=O)ccc2n1C,8.7[fluorescence artefact?],299.7*[fluorescence artefact?],27.4[fluorescence artefact?],nt,nt,nt,nt,-1.4,1.1
O=C(CSc1nnnn1-c1ccc(F)cc1)Nc1ccc(N2CCOCC2)c(Cl)c1,-3.5[fluorescence artefact?],129.5[fluorescence artefact?],2.2,49.8,-48.1,-1.2,-21.8,2.9,1.1
NC(=O)c1nc(N2CCOCC2)nc(N2CCOCC2)n1,-6.3,107.4,1.1,5.0,-6.7,1.9,5.4,7.3,1.2
CCOc1ccc(-c2cc(CCCC(=O)NCCc3ccc(OC)c(OC)c3OC)no2)cc1,nt,nt,nt,8.5,-9.2,-1.2,4.3,nt,1
CCOc1ccc(-c2nc(CSCC(=O)N3CCN(C(=O)c4ccco4)CC3)c(C)o2)cc1,-6.8,120.0,-0.4,nt,nt,-1.2,-7.6,7.0,1.2
Cc1cc(C)c(NC(=O)OCCN2CCOCC2)c(C)c1,-9.6,109.4,7.8,nt,nt,-1.0,-15.6,4.2,1.1
COc1cc(OC)cc(C(=O)NCc2nc(-c3ccccc3)no2)c1,-8.2,87.5[fluorescence artefact?],-1.8,-9.4,7.4,3.0,2.4,2.4,nt
N#Cc1c(N)nc(SCC(=O)NCCc2ccccc2)c(C#N)c1-c1cccs1,40.8[fluorescence artefact?],186.9,11.6[fluorescence artefact?],2.6,0.7,-1.8,-8.4,3.7,1
CC(C)c1[nH]nc2c1C(C(C)C)C(C#N)=C(N)O2 (stereo unspecified),7.1,80.5[fluorescence artefact?],5.0[fluorescence artefact?],3.0,-3.5,-2.1,-13.5,10.2,1.3
O=C(CSc1nnc(CNc2ccccc2)o1)N1CCc2ccccc21,7.6[fluorescence artefact?],121.2,24.2,-1.5,0.3,13.0,-4.0,-0.5,1.1
CCOCCn1c(N2CCN(c3ccc(OC)cc3)CC2)nc2c1c(=O)n(C)c(=O)n2C,-1.1,137.2,-1.9,-6.2,6.2,1.0,-4.2,0.9,1
CN(C)c1nc(C(N)=O)nc(N2CCOCC2)n1,-11.1,115.8,6.0,-2.9,0.5,-2.7,-29.0,-1.5,1
C=CCn1c(N)c(C(=O)Nc2ccc(C)c(C)c2)c2nc3ccccc3nc21,-10.5,91.2,12.6,6.8,-6.4,nt,nt,1.0,1.1
S=c1[nH]nc(-c2ccco2)n1C1CCCCC1,1.3,71.8,-3.8,nt,nt,7.8,5.4,7.2,0.9
COc1ccccc1NC(=O)CN1CCN(C(=O)c2ccco2)CC1,-5.9[fluorescence artefact?],97.9[fluorescence artefact?],-15.2,-1.1,6.5,nt,nt,-0.5,1.4
CCOC(=O)CNC(=O)CSc1nnc(-c2ccccc2)n1Cc1ccco1,25.1,75.7[fluorescence artefact?],0.2,-6.1,6.3,1.0,-20.5,6.3,1.1
COc1nc(OC)nc(N2CCC(C(=O)Nc3cccc4c3CCCC4)CC2)n1,-0.1,105.9,0.1,nt,nt,nt,nt,9.8,1.2
COCCCNC(=O)CCCn1c(=O)[nH]c2ccccc2c1=O,5.7,120.8,0.5,0.0,1.2,-0.6,-3.8,7.0,1

# Later entries.
SMILES,ERb SRC1 inh,ERa SRC1 pot,Smad3 FoxH1 inh,sEH inh,sEH activator,CD11b adhes enh,CD11b adhes inh,Candida biofilm,MT1-MMP txn act
COc1ccc(-c2nnc(SCC(=O)NC3CCCCC3)o2)cc1OC,7.4,100.1[fluorescence artefact?],5.4,-0.6,1.2,-0.9,-13.5,8.0,1.1
Cc1cc(NC(=O)CSc2nnc(-c3ccc(Br)o3)n2Cc2ccccc2)no1,-3.8,99.7,6.5,0.9,2.7,-3.0,6.9,2.0,1.2
Cc1ccccc1CSc1nnc(-c2cccnc2)n1N,7.2,120.9,0.4,8.1,-9.0,-0.3,-18.2,2.8,1.1
O=C(NCCc1c[nH]c2ccccc12)Nc1ccccc1,-8.1,92.4,9.2,46.3,-44.3,-3.2,1.5,4.3,1.1
O=[N+]([O-])c1ccc(NCCNc2ccc(Cl)nn2)cc1,-12.7,98.0,1.0,-12.2,9.0,0.7,2.7,1.2,1.2
CCOc1ccccc1N1CCN(S(=O)(=O)c2cccc3nsnc23)CC1,-15.8,100.8,1.3,3.8,-1.4,-3.3,5.9,2.7,1.2
CCc1c(C)sc(NC(=O)c2cccs2)c1C(=O)OC(C)C,0.8,95.0,-6.9,-8.0,6.6,-5.9,21.1,7.8,1
O=C1CCC(=O)N1CCC(c1ccc(F)cc1)c1ccco1 (stereo unspecified),6.0,89.8,-2.3,1.8,0.8,3.6,-10.0,5.0,1
Cc1ccc(N2CCN(CCc3nc4cc(NC(=O)c5ccco5)ccc4n3C)CC2)cc1,4.5,118.2,5.8,6.7,-3.9,-1.9,12.9,2.9,1.2
CC1(C)CC(CC(=O)O)C(=O)O1 (stereo unspecified),-2.7,123.0,9.5,1.1,-1.0,-1.9,-50.7,0.5,nt
CCOC(=O)N1CCN(c2ccc(C(C)=O)cc2F)CC1,-4.5,98.7,-0.1,-3.2,2.5,nt,nt,6.9,nt
COc1ccc(C(=O)/C=C/Nc2c(C)n(C)n(-c3ccccc3)c2=O)cc1OC,nt,nt,nt,10.9,-9.4,0.9,-35.6,nt,0.8
O=C(Nc1cc(C(F)(F)F)ccc1N1CCOCC1)c1cn2ccccc2n1,4.2,105.6,14.9,-3.8,3.9,1.8,-3.4,2.4,1.2
COc1ccc(OC)c(NC(=O)C2CCN(Cc3cnn(-c4ccccc4)c3-n3cccc3)CC2)c1,-8.7,214.5*,-4.7,6.3,-7.5,-1.1,2.7,5.4,1
COc1ccc2c(C)cc(SCC(=O)N3CCOCC3)nc2c1,30.6[fluorescence artefact?],93.1[fluorescence artefact?],8.7,5.2,-4.8,-3.1,-1.1,6.0,1.2
COC(=O)[C@@H](NC(=O)NCc1ccccc1F)C(C)C,-3.1,97.0,10.6,16.0,-16.1,-1.4,-1.5,7.3,1.1

# Quoted from the listing.
# MT1-MMP txn act result of COc1ccc(C(=O)/C=C/Nc2c(C)n(C)n(-c3ccccc3)c2=O)cc1OC → 0.8
# sEH activator result of CCOC(=O)N1CCN(c2ccc(C(C)=O)cc2F)CC1 → 2.5

# Screens as filed in PubChem BioAssay.
